Pf apPOL inh – Pf-apPOL inhibitors, biochemical, fluorescence | Plasmodium falciparum apicoplast DNA polymerase (apPOL) | Recombinant Pf-apPOL, molecular beacon fluorescence, 1.5 h | inhibition, % at 10 µM | hit rate 0.25% among 210,000 | AID 1794808, 2022
mHTT CaM bind – mutant huntingtin-calmodulin interaction inhibitors – biochemical, AlphaScreen, primary screen | hit rate 3.6% among 190,000 | inhibition, % at 15 µM | AID 1671202, 2021 | P42858 | AlphaScreen His-mHTT/GST-CaM binding, luminescence;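 further: 0% = both proteins with DMSO and 100% = one protein alone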
Target sequence (P42858 whole entry, looked up, stated change not applied): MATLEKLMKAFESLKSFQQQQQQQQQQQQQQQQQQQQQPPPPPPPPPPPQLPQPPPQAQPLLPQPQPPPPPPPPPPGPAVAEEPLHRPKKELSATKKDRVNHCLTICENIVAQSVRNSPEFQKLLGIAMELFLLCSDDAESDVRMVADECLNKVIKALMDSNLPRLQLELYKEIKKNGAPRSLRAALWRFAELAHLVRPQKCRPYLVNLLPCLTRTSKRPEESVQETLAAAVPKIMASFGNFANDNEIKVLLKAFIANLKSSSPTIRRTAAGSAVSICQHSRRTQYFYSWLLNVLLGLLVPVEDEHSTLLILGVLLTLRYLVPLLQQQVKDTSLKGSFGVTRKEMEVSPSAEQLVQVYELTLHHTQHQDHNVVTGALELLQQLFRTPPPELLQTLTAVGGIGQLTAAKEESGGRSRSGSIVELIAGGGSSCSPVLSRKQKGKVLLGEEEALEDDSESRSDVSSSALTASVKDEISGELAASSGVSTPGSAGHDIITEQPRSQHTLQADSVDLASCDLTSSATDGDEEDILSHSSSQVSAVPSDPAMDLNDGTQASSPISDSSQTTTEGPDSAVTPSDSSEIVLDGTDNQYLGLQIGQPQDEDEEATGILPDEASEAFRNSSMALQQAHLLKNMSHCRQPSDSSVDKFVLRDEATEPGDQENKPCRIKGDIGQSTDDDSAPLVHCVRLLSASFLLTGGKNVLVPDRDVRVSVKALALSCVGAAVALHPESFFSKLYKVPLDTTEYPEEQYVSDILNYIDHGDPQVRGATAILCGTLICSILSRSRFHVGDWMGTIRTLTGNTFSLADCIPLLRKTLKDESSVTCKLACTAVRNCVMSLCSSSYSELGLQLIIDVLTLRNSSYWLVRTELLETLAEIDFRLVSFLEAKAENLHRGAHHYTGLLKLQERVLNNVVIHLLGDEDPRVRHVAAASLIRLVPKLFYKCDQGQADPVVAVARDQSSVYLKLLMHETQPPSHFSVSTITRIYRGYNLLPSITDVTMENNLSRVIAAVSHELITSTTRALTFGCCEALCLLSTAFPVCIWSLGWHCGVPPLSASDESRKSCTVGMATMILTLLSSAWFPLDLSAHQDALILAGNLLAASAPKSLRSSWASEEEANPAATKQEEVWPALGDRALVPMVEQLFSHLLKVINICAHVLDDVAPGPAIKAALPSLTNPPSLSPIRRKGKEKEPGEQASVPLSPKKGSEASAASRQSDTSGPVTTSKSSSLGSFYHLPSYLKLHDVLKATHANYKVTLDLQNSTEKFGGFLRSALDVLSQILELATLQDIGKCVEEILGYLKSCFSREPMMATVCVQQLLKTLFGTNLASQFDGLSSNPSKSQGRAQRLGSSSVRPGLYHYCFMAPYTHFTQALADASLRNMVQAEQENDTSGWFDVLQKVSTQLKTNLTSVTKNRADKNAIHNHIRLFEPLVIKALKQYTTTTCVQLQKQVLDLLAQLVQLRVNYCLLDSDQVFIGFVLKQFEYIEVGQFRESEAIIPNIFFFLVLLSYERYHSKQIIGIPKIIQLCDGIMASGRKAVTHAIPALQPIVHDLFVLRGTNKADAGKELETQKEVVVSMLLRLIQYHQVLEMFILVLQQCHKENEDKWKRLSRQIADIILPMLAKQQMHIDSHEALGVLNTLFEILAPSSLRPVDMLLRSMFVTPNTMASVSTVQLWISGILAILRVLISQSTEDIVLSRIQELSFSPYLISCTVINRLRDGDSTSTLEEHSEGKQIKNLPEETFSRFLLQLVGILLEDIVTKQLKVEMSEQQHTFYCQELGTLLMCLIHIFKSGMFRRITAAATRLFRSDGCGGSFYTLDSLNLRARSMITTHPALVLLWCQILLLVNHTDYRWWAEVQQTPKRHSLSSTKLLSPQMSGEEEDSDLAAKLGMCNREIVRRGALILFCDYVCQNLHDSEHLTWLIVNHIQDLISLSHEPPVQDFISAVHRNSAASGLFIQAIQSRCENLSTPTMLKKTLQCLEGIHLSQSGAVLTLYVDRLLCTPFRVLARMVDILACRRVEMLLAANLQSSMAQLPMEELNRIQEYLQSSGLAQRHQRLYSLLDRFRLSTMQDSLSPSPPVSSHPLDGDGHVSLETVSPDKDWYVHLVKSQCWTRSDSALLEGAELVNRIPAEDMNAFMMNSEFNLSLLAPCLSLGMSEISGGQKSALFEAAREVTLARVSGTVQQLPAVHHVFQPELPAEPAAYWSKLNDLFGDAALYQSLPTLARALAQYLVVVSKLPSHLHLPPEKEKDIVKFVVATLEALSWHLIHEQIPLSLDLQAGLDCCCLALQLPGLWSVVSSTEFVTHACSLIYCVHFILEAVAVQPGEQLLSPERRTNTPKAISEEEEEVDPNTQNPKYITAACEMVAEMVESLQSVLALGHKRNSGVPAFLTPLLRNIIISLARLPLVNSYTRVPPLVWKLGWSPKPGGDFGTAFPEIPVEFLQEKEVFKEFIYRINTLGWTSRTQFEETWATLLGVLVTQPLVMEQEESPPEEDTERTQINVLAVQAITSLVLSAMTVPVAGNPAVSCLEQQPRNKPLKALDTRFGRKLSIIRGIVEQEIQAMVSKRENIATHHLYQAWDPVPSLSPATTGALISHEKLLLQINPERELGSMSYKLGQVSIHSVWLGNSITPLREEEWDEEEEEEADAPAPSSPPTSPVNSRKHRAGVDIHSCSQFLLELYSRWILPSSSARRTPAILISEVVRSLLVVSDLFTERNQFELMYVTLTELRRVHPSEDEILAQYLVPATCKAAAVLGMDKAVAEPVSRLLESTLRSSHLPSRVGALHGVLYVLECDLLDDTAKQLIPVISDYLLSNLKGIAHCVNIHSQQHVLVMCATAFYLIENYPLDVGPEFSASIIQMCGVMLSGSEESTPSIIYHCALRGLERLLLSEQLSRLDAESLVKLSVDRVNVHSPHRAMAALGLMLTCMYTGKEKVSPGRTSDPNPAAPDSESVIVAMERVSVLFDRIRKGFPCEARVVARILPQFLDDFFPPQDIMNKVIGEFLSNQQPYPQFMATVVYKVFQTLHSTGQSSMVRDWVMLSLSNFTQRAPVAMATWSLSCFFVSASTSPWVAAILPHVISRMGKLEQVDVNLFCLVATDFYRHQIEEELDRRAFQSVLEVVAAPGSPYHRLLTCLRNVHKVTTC
Active calls of the source: *; nt = not tested or not shown; & = joins results of further samples. No stated cut-off is given here; in the data, active means inhibition above about 50%; inactive means the rest. A portion of the library; the hit share may differ from the screen's.

SMILES	Pf apPOL inh	mHTT CaM bind
Cc1cc(C2CCCN2C(=O)c2cc(F)c(F)cc2Cl)on1 (centres undefined)	4	-2
O=C(NC1CCCCCC1)C(=O)NC1CCCC1	-7	-5
CC(Cl)C(=O)N1CCN(c2nc3ccccc3nc2-c2ccccc2)CC1 (centres undefined)	-3	-41
CCOC(=O)C1CCN(CC(=O)c2ccc(O)c(C)c2O)CC1	-5	23
O=C(Cc1ccccc1F)N1CCCC(COc2cccc(C(=O)N3CCCC3)c2)C1 (centres undefined)	-4	-4
Cc1cc(NC(=O)c2cn3c(n2)CSCC3)ccc1F	-3	5
N=c1oc2c(Br)cc(Br)cc2cc1C(N)=O	-4	44
CCOc1ncccc1CNC(=O)c1c[nH]c2ccccc12	2	-6
Cn1ccc2c(cc(C(=O)NCc3cc(F)cc(F)c3)n2C)c1=O	2	-3
O=C(NCc1ccccc1C(F)(F)F)C1CCCN(c2nnc3ccccn23)C1 (centres undefined)	1	-6
CC(C)c1cc(C(=O)NC2CCCCC2)nc2ccnn12	1	-36
Cc1nn2c(=O)/c(=C/c3ccc(C(C)(C)C)cc3)sc2nc1=O	-9	-2
Cc1ccc(C2SCCN2S(=O)(=O)c2ccc(C)cc2)cc1 (centres undefined)	-13	-19
O=C(Nc1ccc(-c2nc3ccccc3[nH]2)cc1)c1c(F)cccc1F	8	4
CC(C)(C)NC(=O)c1ccccc1N1CCC(NS(=O)(=O)c2ccccc2)CC1	-5	-6
Fc1ccccc1-c1nnc(-c2ccncc2)o1	-14	-8
Oc1ccc2nc(N3CCCC3)sc2c1	7	-12
CC(NC(=O)c1nc2nc(-c3ccccc3)cc(C(F)(F)F)n2n1)c1ccccc1 (centres undefined)	26	25
Cc1ccc(OCCCCN2CCOCC2)c(Br)c1	-2	2
CSc1nc2ccc(NC(=O)CSc3nc4ccc(N)cc4s3)cc2s1	0	23
O=C1CCCC2=C1C(c1cccs1)c1c(nc(SCc3ccccc3F)[nH]c1=O)N2 (centres undefined)	-5	41
Cc1ccc2oc(-c3cc(NC(=O)c4cccc([N+](=O)[O-])c4)ccc3O)nc2c1	-4	6
COc1ccc(S(=O)(=O)N2CCC(c3noc(-c4cccc(OC)c4)n3)CC2)cc1	0	-3
CCN1CCN(c2cc(-c3ccccc3)nc3ncnn23)CC1	-3	-6
COc1cccc(Nc2c(C(=O)N3CCCCC3)cnc3nc(C)ccc23)c1	0	8

Retrieved by compound from the list above:
SMILES	Pf apPOL inh	mHTT CaM bind
Cc1ccc2oc(-c3cc(NC(=O)c4cccc([N+](=O)[O-])c4)ccc3O)nc2c1	-4	6
Cc1cc(NC(=O)c2cn3c(n2)CSCC3)ccc1F	-3	5
O=C1CCCC2=C1C(c1cccs1)c1c(nc(SCc3ccccc3F)[nH]c1=O)N2 (centres undefined)	-5	41
CSc1nc2ccc(NC(=O)CSc3nc4ccc(N)cc4s3)cc2s1	0	23
Cc1nn2c(=O)/c(=C/c3ccc(C(C)(C)C)cc3)sc2nc1=O	-9	-2
Cc1cc(C2CCCN2C(=O)c2cc(F)c(F)cc2Cl)on1 (centres undefined)	4	-2
Cc1ccc(OCCCCN2CCOCC2)c(Br)c1	-2	2

Other structures.
SMILES	Pf apPOL inh	mHTT CaM bind
Cc1[nH]n(-c2cccc(Cl)c2)c(=O)c1C=Nc1cccc(O)c1	0	47
CCN(Cc1ccccc1)C(=O)c1ccc2ncnc(N3CCCCC3)c2c1	-6	12
Cn1c(=O)c2c(nc(Oc3cccc4cccnc34)n2C)n(C)c1=O	14	nt
CCn1c(=O)c(C(=O)NCc2ccccc2)nc2cccnc21	-2	0
CCCC(C(=O)OCCN(CC)CC)(c1ccccc1)c1ccccc1	-6	nt
O=C1C(=O)N(CCCO)C(c2ccccc2)C1=C(O)c1ccccc1 (centres undefined)	0	0
COc1cc(Br)cc(CN2CCN(c3cccc(C)c3C)CC2)c1O	1	16
Oc1ccc(Sc2ccc(O)cc2)cc1	nt	2
COc1cccc(-c2nc(C3CCN(S(=O)(=O)c4ccc(C(C)=O)cc4)CC3)no2)c1	-7	5
O=C(c1ccc(F)c(F)c1)N1CCC(c2cnn(-c3ccccc3)c2)CC1	-3	-4
CCCCCc1c(C)c(C#N)c2[nH]c3ccccc3n2c1=O	-34	5
COc1ccc(C(C)=C2SC(=S)N(CCC(=O)O)C2=O)cc1	3	13
CCOc1ccc2nc(SCC)[nH]c2c1	17	-8
O=C(CSc1nc2sc3c(c2c(=O)n1-c1ccccc1)CCCC3)NCc1ccco1	-3	11
O=C(Nc1ccc(S(=O)(=O)Nc2nccs2)cc1)c1cccc(NC(=O)C(F)(F)F)c1	0	4
O=C(CSC1CC(=O)N(c2ccc(Cl)cc2)C1=O)Nc1ccc(Cl)c(Cl)c1 (centres undefined)	0	33
CNC(=O)C(=O)Nc1nc(-c2ccccc2)cs1	2	-1
CCSc1ccc(Cc2nnc(NC(=O)c3cc(C)on3)o2)cc1	-14	-3
O=C(NCCO)c1ccc(Cl)c(Cl)c1	-7	-8
O=C(CSc1nc2cc(Cl)ccc2o1)Nc1cc(C(F)(F)F)cc(C(F)(F)F)c1	-27&-35	nt
c1ccc(OCCSc2ncnc3nc[nH]c23)cc1	13	-1
O=C(c1ccccn1)N1CCC(OCc2nc(C3CC3)no2)CC1	-6	-5
COc1cc(C(=O)O)cc(OC)c1OCc1cc(C(=O)O)oc1C	-7	4
CCOc1ccc(-c2ccc(N3CCN(C(=O)Nc4ccc(F)c(F)c4)CC3)nn2)cc1	-1	-10
N#CC(C#N)=C1c2ccccc2-c2ccc([N+](=O)[O-])cc21	3	14

Compound profiles, as listed above. Order of screens: Pf apPOL inh	mHTT CaM bind
O=C(CSc1nc2cc(Cl)ccc2o1)Nc1cc(C(F)(F)F)cc(C(F)(F)F)c1 is entered as -27&-35	nt
O=C1C(=O)N(CCCO)C(c2ccccc2)C1=C(O)c1ccccc1 (centres undefined) is entered as 0	0
O=C(c1ccccn1)N1CCC(OCc2nc(C3CC3)no2)CC1 is entered as -6	-5
Oc1ccc(Sc2ccc(O)cc2)cc1 is entered as nt	2
CCCCCc1c(C)c(C#N)c2[nH]c3ccccc3n2c1=O is entered as -34	5

4 of the compounds above, in markdown:
| Structure | Pf apPOL inh | mHTT CaM bind |
| --- | --- | --- |
| COc1ccc(C(C)=C2SC(=S)N(CCC(=O)O)C2=O)cc1 | 3 | 13 |
| c1ccc(OCCSc2ncnc3nc[nH]c23)cc1 | 13 | -1 |
| O=C(CSc1nc2sc3c(c2c(=O)n1-c1ccccc1)CCCC3)NCc1ccco1 | -3 | 11 |
| CNC(=O)C(=O)Nc1nc(-c2ccccc2)cs1 | 2 | -1 |

Additional records follow.
SMILES	Pf apPOL inh	mHTT CaM bind
O=C1OC(c2cc([N+](=O)[O-])ccc2Cl)=N/C1=C\c1cccc([N+](=O)[O-])c1	-9	2
CC(C)C(=O)Nc1ccc(N2CCN(c3ccccc3)C2=O)nc1	0	-6
COc1ccc(-c2c3c(=O)n(C)c(=O)n(C)c3cn2-c2cc(C)cc(C)c2)cc1	-10	42
Cc1ccc(C(=O)Nc2cccc(C(=O)O)c2)cc1	-2	-3
Cc1cc(C(=O)N2CCCC(c3nc(CCNC(=O)C4CC4)cs3)C2)no1 (centres undefined)	-2	-5
COc1ccc(C2C(C(=O)Nc3ccccn3)=C(C)NC3=C2C(=O)CC(C)(C)C3)cc1 (centres undefined)	-5	4
COc1ccccc1N(CN1CCCC1=O)C(=O)COc1ccc(Cl)cc1Cl	-8	12
Cc1nc2c(c3c1[nH]c1ccccc13)C(O)CC(C)(C)C2 (centres undefined)	21	-4
O=C(Nc1cccc(F)c1)N1CCC(c2ccn3ncc(C(=O)N4CCCC4)c3c2)CC1	0	1
O=C1NC(=Nc2ccc(F)cc2)S/C1=C/c1ccc(O)c(O)c1	30	57*
Cc1ccc2[nH]c(C)c(CN3CCCC3)c(=O)c2c1	-5	-4
CC1=C(C(N)=O)C(c2cccc(F)c2)n2nc(SCc3ccccc3)nc2N1 (centres undefined)	-1	4
COc1ccccc1N1CCN(Cc2ccc(C(=O)O)cc2)CC1	-5	2
N#CCSc1nc2ccccc2c2nc(CCc3c[nH]c4ccccc34)nn12	-5	46
COc1ccc2[nH]cc(C(=O)O)c(=O)c2c1	5&-2	-3&-10
Cc1cc(Cn2cnc3c2C[C@@H](C(=O)O)N(C(=O)C(c2ccccc2)c2ccccc2)C3)ccc1N	-3	nt
CCS(=O)(=O)N1CCC2(CC1)CC(=O)c1ccccc1O2	-2	-21
COCCCNC(=O)c1ccc2c(c1)ncn2-c1ccc(F)c(F)c1	-6	9
Cc1ccc(C(=O)N2CCC(CC(=O)NCc3ccc(N(C)C)cc3)CC2)cc1	-5	15
COc1ccc(-c2c(C)oc3c(CN4CCC(C)CC4)c(O)ccc3c2=O)cc1OC	-5	4
O=C(NC12CC3CC(CC(C3)C1)C2)c1cnccn1	-5	3
CCc1ccc(-n2c(C)nc3cc(C(=O)O)ccc32)cc1	-4	1
O=C(O)c1cccc(NS(=O)(=O)c2ccc(Cl)c(C(=O)Nc3ccc([N+](=O)[O-])cc3)c2)c1	1	-2
COc1ccc(C(=O)Nc2nc(-c3cccc([N+](=O)[O-])c3)cs2)cc1	-11	7
Cc1cc(C)nc(NC(N)=NCc2ccccc2)n1	-1	-9

The list goes on:
SMILES	Pf apPOL inh	mHTT CaM bind
CC(/C=C1\SC(=S)N(CC(=O)O)C1=O)=C\c1ccccc1	-2	nt
N#CSCCCOc1ccc(Cl)cc1	-7	-53
O=C(Nc1ccccc1F)c1ccccc1	-12	-7
O=C(c1ccccc1)N1CCc2nc3cc(-c4ccccc4Cl)[nH]n3c(=O)c2C1	6	13
O=[N+]([O-])c1ccc(OCCCN2CCOCC2)cc1	5	-3
CC(C)(C)C1CCC2(CC1)NC(=O)N(CC(=O)NC1CCc3ccccc31)C2=O (centres undefined)	-3	-2
COc1ccc(NC(=O)c2nn(-c3ccc(Cl)cc3)c(=O)c3ccccc23)cc1Cl	-3	3
CCC(CC)C(=O)N1CCC2(CC1)CN(C)CC2c1nc(-c2ccncc2)n[nH]1 (centres undefined)	6	7
Cc1ccc(N(C(=O)Cn2nnnc2N)C2(C(=O)Nc3c(C)cccc3C)CCCCC2)cc1C	-2	41
COc1ccccc1NC(=O)CCSc1ccc(Cl)cc1	-4	-38
CCCCOC(=O)c1c(NC=C2C(=O)OC(C)(C)OC2=O)sc(C(=O)OCC)c1C	-8	-3
Cc1ccc(C2=NNC(C(O)C(O)C(O)CO)S2)cc1 (centres undefined)	nt	-1
CCOc1ccc(CC(=O)NCCn2ncccc2=O)cc1	-9	-10
Cc1cccc(C)c1NC(=O)c1cc(S(=O)(=O)N2CCC3(CC2)OCCO3)ccc1F	26	1
CCOC(=O)N1CCN(C(=O)Nc2ccc3snnc3c2)CC1	1	-2
CC(=O)N1CCc2cc(S(=O)(=O)N=S(C)(=O)c3ccc(C)cc3)ccc21 (centres undefined)	-2	nt
CC(C)(C)c1csc(N)n1	-2	nt
COC(=O)C[C@H]1c2cc(F)ccc2S(=O)(=O)N1Cc1ccccc1OC	-7	-1
O=C(Nc1ccc2c(c1)CCC2)N1CCC(n2c(-c3ccco3)nc3cccnc32)C1 (centres undefined)	0	48
CCc1cccc(NS(=O)(=O)c2cc3n(c2)CCCN(C)C3=O)c1	6	-1
CS(=O)(=O)Nc1ccc(C2(C(=O)NCc3ccc(F)cc3)CCCCC2)cc1	7	-12
COc1ccc(-c2noc(COc3ccc(Cl)cc3C)n2)cc1	-11	-16
CC(C)n1cnc2ccc(-c3noc(CCc4ccccc4)n3)cc21	-3	46
COCCN1C(=O)/C(=C/c2cccs2)SC1=S	nt	30
Cc1cc(C)n2nc(SCC(=O)NCCCN3CCOCC3)nc2n1	-13	23
COc1ccccc1C1NC(=S)NC2=C1C(=O)CC(C)(C)C2 (centres undefined)	4	-4
CCN(CC)C(=O)C1CCCN(Cc2ccc(Cl)cc2)C1 (centres undefined)	-5	-5
COc1ccc(OS(=O)(=O)CS(C)(=O)=O)cc1	-1&1	nt

By substructure, the entries above containing a CF3 group (four)
SMILES	Pf apPOL inh	mHTT CaM bind
O=C(NCc1ccccc1C(F)(F)F)C1CCCN(c2nnc3ccccn23)C1 (centres undefined)	1	-6
CC(NC(=O)c1nc2nc(-c3ccccc3)cc(C(F)(F)F)n2n1)c1ccccc1 (centres undefined)	26	25
O=C(Nc1ccc(S(=O)(=O)Nc2nccs2)cc1)c1cccc(NC(=O)C(F)(F)F)c1	0	4
O=C(CSc1nc2cc(Cl)ccc2o1)Nc1cc(C(F)(F)F)cc(C(F)(F)F)c1	-27&-35	nt
